CHO-K1 Ca ag: counter-screen for M1 agonists: effect in parental CHO-K1 cells. activation, % at 3 µM. actives 0.48% (n = 360,000). Fluo-8 calcium fluorescence; scaled to maximal ATP response, vehicle zero; in the data active means activation above about 15%;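 further: untransfected CHO-K1 host cells lacking M1 receptor as counterscreen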
M1 PAM parental: nonselective calcium activators in parental CHO-K1 cells, primary screen, counter-screen for M1 PAM project, cell-based, Fluo-8 calcium fluorescence, full deck, 1536-well; ATP EC20; 0% at ATP EC20, 100% at ATP max; activation, % at 3 µM; actives 0.02% (n = 360,000); AID 602247, 2012;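 active means activation above the run cutoff, the mean activation of all test compounds plus 3 SD, cut at about 40% in these data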;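 further: peak over basal fluorescence ratio in a 140 s read after ATP addition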
V1R ag counter: agonists of human V1a receptor, primary screen, counter-screen for OXTR agonist project, fluorescence, CHO-V1R cells; activation, % at 3 µM; Fluo-8 calcium fluorescence, agonist mode; 0% DMSO, 100% 3 nM vasopressin; actives 0.25% (n = 320,000); Vasopressin V1a receptor (Homo sapiens), P37288;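 active means activation above the mean activation of all tested compounds plus 3 SD, per screening run, cut at about 20% in these data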;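 further: signal is peak over basal fluorescence ratio across a 100 second FLIPR read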
OXTR potentiate: human OXTR potentiators, primary screen, fluorescence, CHO-OTR cells, Fluo-8 calcium | Oxytocin receptor (Homo sapiens), P30559 | Fluo-8 calcium fluorescence, potentiator mode; 0% = oxytocin EC15, 100% = EC100 | activation, % at 3 µM | actives 0.061% (n = 320,000) | AID 2445, 2010;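 active means activation above that plate's cutoff, the mean activation of tested compounds plus 3 SD, cut at about 6.6% in these data, passing the limit was not always enough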;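 further: 100% uses oxytocin at 75 nM as the full agonist control; some results filed as inactive read as strong as hits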
Target sequence (P30559 whole entry, looked up): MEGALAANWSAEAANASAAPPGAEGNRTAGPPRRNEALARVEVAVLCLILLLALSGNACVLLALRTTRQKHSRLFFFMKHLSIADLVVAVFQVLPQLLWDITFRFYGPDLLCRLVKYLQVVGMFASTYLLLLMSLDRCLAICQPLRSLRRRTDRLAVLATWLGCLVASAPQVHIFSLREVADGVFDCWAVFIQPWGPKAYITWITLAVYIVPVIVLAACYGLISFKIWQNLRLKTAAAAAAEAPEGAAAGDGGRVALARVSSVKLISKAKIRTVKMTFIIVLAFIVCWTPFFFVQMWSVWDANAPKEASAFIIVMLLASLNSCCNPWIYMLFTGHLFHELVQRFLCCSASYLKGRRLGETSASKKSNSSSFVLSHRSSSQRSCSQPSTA
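Assay system: CHO cell line stably expressing human OTR | Also added: Oxytocin at about EC15, sub-maximal agonist stimulus | Times: Compound 6 min at room temperature before oxytocin, 100 s read | Measured by: Fluo-8 intracellular calcium fluorescence, ex 470-495, em 515-575 nm | Controls: EC15 oxytocin alone as 0%, 75 nM oxytocin as 100%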
TAAR1 antag: human TAAR1 antagonists, primary screen, Fluo-8 calcium fluorescence, CHO RD-HGA16 cells. Trace amine-associated receptor 1 (Homo sapiens), Q96RJ0. antagonist. inhibition, % at 3 µM. actives 1.5% (n = 360,000). AID 624466, 2012;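 active means inhibition above a per-plate cutoff, the mean inhibition of test compounds on that plate plus 3 SD, cut at about 49% in these data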;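 further: 0% = DMSO plus EC80 beta-PEA response and 100% = DMSO alone without agonist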
Target sequence (Q96RJ0 whole entry, looked up): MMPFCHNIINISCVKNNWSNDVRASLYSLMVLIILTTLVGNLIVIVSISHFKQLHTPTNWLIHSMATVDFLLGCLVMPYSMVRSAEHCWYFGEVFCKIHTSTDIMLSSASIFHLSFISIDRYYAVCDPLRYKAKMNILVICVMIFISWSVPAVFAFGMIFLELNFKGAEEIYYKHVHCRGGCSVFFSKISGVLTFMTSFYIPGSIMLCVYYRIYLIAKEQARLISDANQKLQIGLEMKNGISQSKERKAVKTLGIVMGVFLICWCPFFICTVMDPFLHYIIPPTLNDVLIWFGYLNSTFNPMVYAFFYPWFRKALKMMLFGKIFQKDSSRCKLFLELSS
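System: CHO RD-HGA16 cells bearing hTAAR1. Reagent: EC80 β-phenethylamine stimulus. Schedule: seeding 17-24 h prior, 75-min 37 °C, 30-min RT dye loading. Signal: Fluo-8 intracellular calcium dye fluorescence, real-time kinetic reads. Read-out: % inhibition from peak post-agonist over basal fluorescence ratio. Benchmarks: vehicle wells and EC80 agonist wells. Replicates: n of 1.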
CHO parental Ca: ATP-evoked calcium signal inhibitors, parental CHO, primary screen, counter-screen for OX1R antagonist project, cell-based, fluorescence, Fluo-8 calcium dye. inhibition, % at 5.6 µM. actives 0.63% (n = 330,000). parental CHO-K1, ATP-induced calcium, Fluo-8 fluorescence;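 active means inhibition above that plate's mean sample inhibition plus 3 SD, cut at about 26% in these data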;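 further: 0% = ATP-challenged DMSO wells and 100% = DMSO wells without ATP; some compounds past the cut are filed as inactive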
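Measured by: calcium-sensitive Fluo-8 fluorescence / Test system: CHO parental line / Controls: ATP-challenged DMSO wells low, unchallenged DMSO wells high / Measure: % inhibition / Compound: single nominal dose of 5.6 µM per compound / Replicates: single well per compound, no replicates / Reagent: ATP as calcium-mobilizing challenge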
GPR7 antagonist: GPR7 receptor antagonists, primary screen, cell-based, fluorescence, single concentration. AID 1861, 2009. actives 1.1% (n = 290,000). GPR7-expressing cells, fluorescence antagonist assay. Neuropeptides B/W receptor type 1 (Homo sapiens), P48145. inhibition, % at 4.4 µM; in the data active means inhibition above about 16%, passing the limit was not always enough;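 further: cells stimulated with the agonist NPW; 0% = agonist with vehicle and 100% = vehicle without agonist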
Target sequence (P48145 whole entry, looked up): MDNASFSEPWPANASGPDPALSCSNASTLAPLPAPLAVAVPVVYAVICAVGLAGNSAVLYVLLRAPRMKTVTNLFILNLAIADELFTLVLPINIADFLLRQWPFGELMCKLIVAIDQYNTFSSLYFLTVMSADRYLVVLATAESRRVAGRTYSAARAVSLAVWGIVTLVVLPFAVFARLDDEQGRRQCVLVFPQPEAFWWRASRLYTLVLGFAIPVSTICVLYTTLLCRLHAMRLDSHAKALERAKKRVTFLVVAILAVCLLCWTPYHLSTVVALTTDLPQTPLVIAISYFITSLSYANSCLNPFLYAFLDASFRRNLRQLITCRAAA
OXTR agonist: human OXTR agonists, primary screen, fluorescence, CHO-OTR cells, Fluo-8 calcium. Oxytocin receptor (Homo sapiens), P30559. Fluo-8 calcium fluorescence; normalized: DMSO 0%, oxytocin 100%. activation, % at 3 µM. actives 0.32% (n = 320,000). AID 2435, 2010;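 active means activation above the mean of all tested compounds plus 3 SD, cutoff set per screening run, cut at about 20% in these data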;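 further: peak over basal fluorescence ratio from a 100 s FLIPR kinetic read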
CHO-K1 Ca antag: nonselective inhibitor or artifact in parental CHO-K1 cells; AID 602250; ATP-induced calcium, Fluo-8 fluorescence; inhibition, % at 3 µM; actives 0.6% (n = 360,000);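 active means inhibition above a per-plate cutoff, the plate's mean sample inhibition plus 3 SD, cut at about 24% in these data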;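 further: 0% = DMSO plus EC80 ATP and 100% = DMSO alone without ATP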
Numbers without * were called inactive; nt = not tested or not shown.

SMILES	CHO-K1 Ca ag	M1 PAM parental	V1R ag counter	OXTR potentiate	TAAR1 antag	CHO parental Ca	GPR7 antagonist	OXTR agonist	CHO-K1 Ca antag
CNC(=O)C1CC(=O)N/C(=N/N=C(\C)c2cccs2)S1 (stereo not drawn)	4.6	20	-1.0	-14	-21	1	0	0.2	2
COc1ccc(-c2noc(-c3ccccc3F)n2)cc1	0.7	20	-0.5	-8	-5	-11	-8	-1.1	-10
CCN(CC)C(=O)C1CCCN(c2ccc([N+](=O)[O-])cc2/C=N/NC(=O)c2cccc(O)c2)C1 (stereo not drawn)	1.3	13	0.1	-11	18	-26	-3	-1.1	-3
CCN(CC)C(=O)C1CCCN(Cc2cccc(Cl)c2)C1 (stereo not drawn)	-0.2	10	nt	nt	-17	nt	nt	nt	4
COCCCNC(=S)NCCNc1nc2cc(C)cc(C)c2cc1C#N	-1.0	3	-0.8	-18	5	-11	-12	-2.2	-13
CC(=O)c1ccc(Oc2cc(C(F)(F)F)cnc2C(N)=O)cc1	0.1	4	0.0	-3	15	-9	-12	0.1	-6
CCN(CC)c1ncnc2c1ncn2[C@H]1CN(Cc2ccc3c(c2)OCO3)C[C@@H](CO)O1	0.4	-3	nt	nt	-9	nt	nt	nt	2
Cc1ccc(C(=O)N2CCN(c3ccc(C(F)(F)F)cn3)CC2)c(C)c1	6.0	0	6.1	-18	15	-19	-6	5.6	-3
O=C(Nc1ccc2c(c1)OCO2)c1csc([C@@H]2O[C@H](CO)[C@H](O)[C@H](O)[C@H]2O)n1	-0.3	-7	nt	nt	8	nt	nt	nt	3
COc1cc(/C=N/N=C2/NC(=O)C(CC(=O)O)S2)ccc1OCc1ccc(Cl)cc1 (stereo not drawn)	-0.7	5	0.3	1	-14	2	-9	-2.0	-7
COc1ccc(CCNC(=O)CCCCn2c(=O)[nH]c3ccccc3c2=O)cc1OC	0.7	-1	2.2	-20	-14	-10	-5	-0.7	3
O=C(COc1ccc(S(=O)(=O)N2CCCC2)cc1Cl)NC1CCCC1	1.3	17	1.8	-7	3	-10	3	0.8	-8
Cc1ccccc1CC(=O)N1CCC(CCC(=O)NC2CC2)CC1	1.1	15	nt	nt	-30	nt	nt	nt	-6
O=S(=O)(Nc1cccc2c1CCCC2)c1ccc(Cl)cc1	0.2	22	-0.5	-6	46	-11	0	-1.6	-15
COc1ccc(CC(NC(C)=O)C(=O)NC2CCN(C(=O)C3CCCCC3)CC2)c(OC)c1 (stereo not drawn)	0.4	-7	0.7	-5	-12	5	-6	-0.1	-13
COc1cccc(NC(=O)c2cccc(C(=O)Nc3cccc(OC)c3)c2)c1	3.6	4	-0.7	-9	24	-22	-19	-1.8	1
COc1cc(C(=O)Nc2ccc(C(N)=O)cc2)c([N+](=O)[O-])cc1OC	2.5	-12	1.5	-8	-3	0	-11	0.2	10
Cc1cc(C(=O)CSc2cccc[n+]2[O-])c(C)n1-c1ccccc1	3.3	23	1.1	-10	-12	-2	-9	0.1	-16
COc1ccc(OC)c(NC(=O)c2oc3ccccc3c2NC(=O)C2CC2)c1	0.4	-7	0.5	-3	-15	-9	-7	0.2	-8
CC1(C)SC(=S)N(/N=C/c2ccc(O)cc2)C1N(O)C(=O)Nc1ccc([N+](=O)[O-])cc1 (stereo not drawn)	4.0	15	12	-10	1	7	-5	2.9	0
Cc1cc(C)c(S(=O)(=O)c2cccc(Cl)c2)c(=O)[nH]1	1.9	18	1.1	0	-30	7	-13	-0.1	-17
Cn1c(-c2ccc(F)cc2)cnc1NCc1cc2c(cc1[N+](=O)[O-])OCO2	0.5	0	5.6	0	-5	1	-6	4.2	3
CCCOc1cc(C)c(S(=O)(=O)N2CCN(C)CC2)cc1C	1.5	18	1.1	-8	-26	-17	-6	0.4	-11
COc1ccc(C)cc1NC(=O)COC(=O)c1ccc(OCc2ccc(Cl)cc2Cl)c(OC)c1	0.9	18	-0.5	-16	-15	-18	12	0.0	-12
Cc1nonc1C1CCCN1Cc1cn[nH]c1-c1ccc(-c2ccccc2)cc1 (stereo not drawn)	14	18	-0.6	-28	-11	-18	-22	-2.3	-1

Ten successive compounds already listed:
SMILES	CHO-K1 Ca ag	M1 PAM parental	V1R ag counter	OXTR potentiate	TAAR1 antag	CHO parental Ca	GPR7 antagonist	OXTR agonist	CHO-K1 Ca antag
CNC(=O)C1CC(=O)N/C(=N/N=C(\C)c2cccs2)S1 (stereo not drawn)	4.6	20	-1.0	-14	-21	1	0	0.2	2
COc1ccc(-c2noc(-c3ccccc3F)n2)cc1	0.7	20	-0.5	-8	-5	-11	-8	-1.1	-10
CCN(CC)C(=O)C1CCCN(c2ccc([N+](=O)[O-])cc2/C=N/NC(=O)c2cccc(O)c2)C1 (stereo not drawn)	1.3	13	0.1	-11	18	-26	-3	-1.1	-3
CCN(CC)C(=O)C1CCCN(Cc2cccc(Cl)c2)C1 (stereo not drawn)	-0.2	10	nt	nt	-17	nt	nt	nt	4
COCCCNC(=S)NCCNc1nc2cc(C)cc(C)c2cc1C#N	-1.0	3	-0.8	-18	5	-11	-12	-2.2	-13
CC(=O)c1ccc(Oc2cc(C(F)(F)F)cnc2C(N)=O)cc1	0.1	4	0.0	-3	15	-9	-12	0.1	-6
CCN(CC)c1ncnc2c1ncn2[C@H]1CN(Cc2ccc3c(c2)OCO3)C[C@@H](CO)O1	0.4	-3	nt	nt	-9	nt	nt	nt	2
Cc1ccc(C(=O)N2CCN(c3ccc(C(F)(F)F)cn3)CC2)c(C)c1	6.0	0	6.1	-18	15	-19	-6	5.6	-3
O=C(Nc1ccc2c(c1)OCO2)c1csc([C@@H]2O[C@H](CO)[C@H](O)[C@H](O)[C@H]2O)n1	-0.3	-7	nt	nt	8	nt	nt	nt	3
COc1cc(/C=N/N=C2/NC(=O)C(CC(=O)O)S2)ccc1OCc1ccc(Cl)cc1 (stereo not drawn)	-0.7	5	0.3	1	-14	2	-9	-2.0	-7

Following part:
SMILES	CHO-K1 Ca ag	M1 PAM parental	V1R ag counter	OXTR potentiate	TAAR1 antag	CHO parental Ca	GPR7 antagonist	OXTR agonist	CHO-K1 Ca antag
CCc1nnc(NC(=O)CCNC(=O)c2ccco2)s1	-0.2	-1	0.4	-9	6	-1	3	0.2	-12
OC(c1ccc(F)c(F)c1)c1ncc(-c2ccc(F)cc2)[nH]1 (stereo not drawn)	1.0	8	nt	nt	-15	nt	nt	nt	-1
COc1ccccc1CNC(=O)C1CC(c2cccc([N+](=O)[O-])c2)=NO1 (stereo not drawn)	0.1	12	0.0	-7	-7	-12	12	0.8	-8
O=C(N/N=C/c1ccc(OC(=O)c2ccccc2Cl)cc1)c1ccc(O)cc1	5.0	-27	3.7	-11	69*	-4	-10	1.5	24*
COc1ccc(/C=C/c2cc(C(=O)O)c3ccccc3n2)cc1	21*	5	-0.2	-5	-11	-8	5	-0.2	2
CC(=O)c1ccccc1NC(=O)C1CC(=O)N(c2ccc3c(c2)OCCO3)C1 (stereo not drawn)	0.6	13	4.1	1	10	-18	nt	2.1	4
COc1cc(NC(=O)c2ccc(Cl)cc2)c2ncccc2c1	0.3	-4	nt	nt	11	nt	-8	nt	-13
Cc1ccc(SC/C(O)=C(\C#N)c2nc3ccccc3s2)cc1	1.3	-2	8.4	-30	-4	-6	4	11	4
O=C1c2ccccc2C(c2nc3ccccc3[nH]2)N1Cc1ccco1 (stereo not drawn)	0.0	3	nt	nt	-14	nt	nt	nt	-2
CCCNC(=O)c1cc(C2CCCCN2C(=O)c2cc(OC)c(C)c(OC)c2)on1 (stereo not drawn)	3.5	-10	nt	nt	24	nt	nt	nt	25*
Cc1c(C)n(CCC#N)c2ccc(Cl)cc12	-0.3	-1	0.6	0	-19	-7	-8	-1.9	6
CC1CCCC(C)N1C(=O)COC(=O)c1cc(Br)ccc1Cl (stereo not drawn)	0.8	7	-1.2	-4	-1	-8	-1	-0.5	-4
Cc1nc2ccc(NC(=O)c3ccco3)cc2s1	0.7	25	0.7	-11	1	-7	-5	-0.3	-16
CCc1ccc(N(C(=O)c2csnn2)C(C(=O)NC2CCCC2)c2cccnc2)cc1 (stereo not drawn)	0.4	-26	0.4	-3	-8	-14	-1	-0.5	13
Cc1c(C(=O)N2CCOCC2)[nH]c2c1C(=O)CC(c1ccc(Cl)cc1)C2 (stereo not drawn)	6.2	15	5.7	-16	9	-16	3	9.7	-13
O=C(COc1ccc2c(c1)OCO2)Nc1ccc(Cl)cn1	0.9	12	-0.6	-3	-2	2	0	-0.4	-15
Cc1cccc(N2CCN(C(C)C(=O)N3CCc4ccccc43)CC2)c1C (stereo not drawn)	-0.4	5	-0.9	-5	-10	-28	-3	-1.0	-19
O=C(CNC(=O)c1cccs1)OCC(=O)c1ccc(Br)cc1	-0.1	8	-0.4	-7	5	-3	2	-0.8	7
NCCCCCc1nnc(SCC(=O)Nc2cccc(Cl)c2)o1	-0.2	-11	-0.9	2	2	1	-13	-0.8	-12
COc1ccc(C(=O)C2CCCN(Cc3nc4ccccc4nc3C)C2)cc1OC (stereo not drawn)	0.3	0	-1.1	-21	-6	-21	-7	-0.3	-11
Cc1ccc(N(CC(=O)NCc2ccc3c(c2)OCO3)S(=O)(=O)c2c(C)noc2C)cc1	0.8	13	-1.4	-6	-26	-20	-8	-1.9	-3
COc1ccc(-n2c(SCC(=O)N/N=C(\C)c3cccnc3)nc3ccccc3c2=O)cc1	0.8	21	0.3	-3	-36	1	-11	-0.5	-10
COc1ccc(/C=N/NC(=O)c2cc(C)oc2C)cc1OCc1ccccc1	1.7	-8	4.2	-6	13	-8	-9	0.3	-5
O=C(Nc1cccc(Cl)c1Cl)C1CCN(c2ncccn2)CC1	2.8	5	2.2	-5	40	-21	-11	1.3	-5
Cc1cc(C(=O)N2CCCc3ccccc32)ccc1[N+](=O)[O-]	0.6	-12	1.9	-1	-14	-9	-5	-1.6	3
CCOC(=O)C1CCN(C(=O)c2cc3c(=O)n4ccccc4nc3n2C)CC1	0.3	17	0.3	-9	-16	-2	-7	-0.5	-1
O=C(c1cc(=O)c2ccccc2o1)N1CCN(c2ccccc2)CC1	1.5	13	0.4	-21	12	0	8	1.1	-6
